Assay outcomes as filed in PubChem BioAssay.
D1 ag = human D1 receptor agonism | P21728 | HEK293 T-REx D1 cells, calcium flux, agonist mode | activation, % at 2 µM | 360,000 compounds, 1% hits | AID 504660; in the data active means activation above about 30%; further: 0% is about no effect
Target sequence (P21728 whole entry, looked up): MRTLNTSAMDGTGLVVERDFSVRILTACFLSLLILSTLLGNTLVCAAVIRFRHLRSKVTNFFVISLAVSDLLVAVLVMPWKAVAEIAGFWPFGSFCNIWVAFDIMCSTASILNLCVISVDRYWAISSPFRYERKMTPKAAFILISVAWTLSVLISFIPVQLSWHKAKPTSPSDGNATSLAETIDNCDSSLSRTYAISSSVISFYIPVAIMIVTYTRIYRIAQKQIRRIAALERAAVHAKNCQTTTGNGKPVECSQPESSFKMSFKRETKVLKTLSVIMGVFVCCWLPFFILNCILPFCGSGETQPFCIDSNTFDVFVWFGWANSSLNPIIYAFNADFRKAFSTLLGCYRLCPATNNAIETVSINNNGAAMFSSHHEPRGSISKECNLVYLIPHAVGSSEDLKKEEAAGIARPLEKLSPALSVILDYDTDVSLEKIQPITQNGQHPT
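Tetracycline-induced HEK293 TREx D1 cells, force-coupled to calcium signalling, were dye-loaded with a no-wash calcium kit. Compound was pin-added after a 10 s baseline. Fluorescence was read kinetically at 1 cycle/s for 180 s, with calcium rises flagged as agonism.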
D2 antag = D2 dopamine receptor (human) antagonism; P14416; HEK293 TREx D2 cells, calcium flux, dopamine EC80; inhibition, % at 10 µM; 340,000 compounds, 2% hits; AID 485344; in the data active means inhibition above about 30%; further: 0% is about no effect
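Measurement of antagonist activity uses fluorescent calcium dye in inducible HEK293 T-REx D2 cells: 10 s baseline, compound addition with 180 s read, EC80 dopamine addition with a further 180 s read.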
RXFP1 antagonist = RXFP1 (human) relaxin receptor antagonism | activity change, negative = inhibition, % at 57.5 µM | 350,000 compounds, 0.59% hits | HEK293-RXFP1, relaxin-stimulated cAMP HTRF, 30 min; stronger effect = lower value | AID 1259400;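 active means activity change of -60% or lower, but not beyond a set lower limit; inconclusive means change between -60% and -40%, or beyond the set limit; inactive means change above -40%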; further: on the % scale 0 is the no-effect control and ±100 the full control effect
TRHR enhancer = allosteric enhancers of human TRH receptor. P34981. TRHR cells, fluo-8 calcium fluorescence, EC20 TRH enhancement. enhancement, % at 2 µM. 360,000 compounds, 0.66% hits; in the data active means enhancement above about 30%; further: 0% is about no effect
Target sequence (P34981 whole entry, looked up): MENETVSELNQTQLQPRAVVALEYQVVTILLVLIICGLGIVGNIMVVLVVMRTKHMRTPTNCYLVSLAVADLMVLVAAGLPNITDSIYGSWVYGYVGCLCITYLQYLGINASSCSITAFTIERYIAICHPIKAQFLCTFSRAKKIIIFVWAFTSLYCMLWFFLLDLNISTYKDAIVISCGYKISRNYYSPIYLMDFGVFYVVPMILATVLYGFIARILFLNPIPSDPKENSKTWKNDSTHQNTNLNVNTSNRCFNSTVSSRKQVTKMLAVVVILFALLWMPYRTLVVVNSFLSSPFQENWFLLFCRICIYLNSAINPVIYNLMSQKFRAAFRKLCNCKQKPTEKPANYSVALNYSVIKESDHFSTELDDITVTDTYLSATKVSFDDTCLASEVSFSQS
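Enhancer read-out: after compound pinning and an initial kinetic agonist-mode read, an EC20 of TRH (10 nM final) was injected and fluo-8 calcium signal (Ex 480/Em 530) followed at 1 s/cycle for 100 cycles in TRHR-expressing cells.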
D2 ag = agonists of human D2 dopamine receptor; P14416; HEK293 T-REx D2 cells, calcium flux agonist mode; activation, % at 2 µM; 340,000 compounds, 0.53% hits;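 active means activation over 3 SD above normal in the single-dose calcium agonist read, cut at about 30% in these data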; further: 0% is about no effect
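Agonism is scored from calcium flux in a force-coupled, inducible HEK293 cell line expressing D2, read kinetically for 180 s after compound addition against dopamine controls.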
RXFP1 ag = RXFP1 (human) receptor agonism | Q9HBX9 | HEK293T-RXFP1 cAMP TR-FRET, 30 min; response scale: percent of porcine relaxin response, buffer zero | Potency, µM (titrated, usually from 57.5 µM), without a hit: top-dose activation, usual class: activators | 370,000 compounds, 0.3% hits; active means well fitted activation curve with a large enough effect; inconclusive means small, poorly fitted or top-dose-only effect; further: potency means the concentration at half of the fitted maximal effect; on the % scale 0 is the no-effect control and ±100 the full control effect; nearly all actives have a fitted effect of over 60% in size; many of its hits are not listed in these tables
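HEK293 cells stably expressing RXFP1, treated 30 min at 37C with compounds plus PDE4 inhibitor Ro 20174; cAMP measured by HTRF TR-FRET. Normalized to buffer and 29 nM porcine relaxin; EC50 by Hill fit.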
D1 antagonist = antagonists of human D1 dopamine receptor; P21728; HEK293 TREx D1 cells, calcium flux, dopamine EC80; stronger effect = lower value; activity change, negative = inhibition, % at 10 µM; 360,000 compounds, 3.2% hits; AID 504652; in the data active means activity change below about -30%; further: on the % scale 0 is the no-effect control and ±100 the full control effect
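Cells carrying a force-coupled, tetracycline-inducible human D1 receptor report calcium flux. Each well gets a 10 s baseline, compound with 180 s monitoring, then an EC80 dopamine stimulus with a second 180 s kinetic read.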
D2 PAM = D2 dopamine receptor (human) potentiation; P14416; HEK293 T-REx D2, calcium flux, EC20 dopamine potentiation; potentiation, % at 10 µM; 340,000 compounds, 0.34% hits; AID 485347;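 active means potentiation over 3 SD above the plate norm, cut at about 30% in these data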; further: 0% is about no effect
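Cells plated with tetracycline inducer and held overnight at 30 C; calcium dye loaded 30–90 min at room temperature; baseline taken, compound added and read 180 s; EC20 dopamine then added and read 180 s.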
D1 potentiator = enhances dopamine response at the human D1 receptor; potentiation, % at 10 µM; 360,000 compounds, 0.036% hits; HEK293 TREx D1 cells, calcium flux, dopamine EC20 potentiation; AID 504651; P21728; in the data active means potentiation above about 30%; further: 0% is about no effect
An asterisk follows results filed as active; ? = inconclusive; nt = no result given. Not all compounds are listed; rates above refer to the full screens.

The opening eleven compounds, ahead of the listing:
Sequence of screens: RXFP1 antagonist	TRHR enhancer	D2 PAM	RXFP1 ag	D2 ag	D1 potentiator	D2 antag	D1 ag	D1 antagonist
- O=C(COC(=O)Cn1cnc2ccccc2c1=O)NCc1ccccc1Cl
 : 0	0	-3	3.9%	0.1	-6	-5	0	6
- O=C(/C=C/c1ccccc1)Nc1cc(S(=O)(=O)N2CCOCC2)ccc1N1CCCC1
 : 16	2	18	-1.4%	-0.4	-2	-2	2	3
- CCn1c(CC(=O)Nc2ccccc2)nnc1SCC(=O)Nc1nncs1
 : -24	-7	-7	1.4%	-0.9	-13	27	5	-11
- COc1ccc(OC)c(NC(=O)C2CCCCC2)c1
 : 5	-3	-7	-0.6%	13	-1	6	1	-11
- Cn1ncc(Cl)c1C(=O)N1CCN(c2ccc(Cl)c(Cl)c2)CC1
 : -20	3	9	0.3%	0.9	-4	-2	17	-16
- CC1CCN(S(=O)(=O)c2ccc3c(c2)N(CC(=O)N2CCN(c4ccccc4)CC2)C(=O)CO3)CC1
 : nt	5	0	6.5%	2.0	0	nt	0	14
- CNc1c(NS(=O)(=O)c2cc(NC(C)=O)ccc2C)c(=O)oc2ccccc12
 : 2	0	24	-0.2%	-2.7	-5	11	-1	1
- COCCn1c(C)cc(C(=O)CSc2ccc3ccccc3n2)c1C
 : -17	-3	1	0.7%	-1.2	-8	8	4	-4
- NC(=O)c1ccsc1NC(=O)c1nc(-c2ccccc2)n(-c2ccccc2)n1
 : -6	-1	13	0.8%	-0.3	10	-9	0	8
- Cc1nc(Nc2ccc(C(=O)O)cc2)sc1-c1ccccc1
 : -11	4	-6	3.1%	1.3	2	13	2	2
- CCOc1ccc(/C=N/n2nnnc2N)cc1O
 : -3	10	15	1.0%	0.9	2	4	3	1

Main list, from the start:
Sequence of screens: RXFP1 antagonist	TRHR enhancer	D2 PAM	RXFP1 ag	D2 ag	D1 potentiator	D2 antag	D1 ag	D1 antagonist
- O=C(COC(=O)Cn1cnc2ccccc2c1=O)NCc1ccccc1Cl
 : 0	0	-3	3.9%	0.1	-6	-5	0	6
- O=C(/C=C/c1ccccc1)Nc1cc(S(=O)(=O)N2CCOCC2)ccc1N1CCCC1
 : 16	2	18	-1.4%	-0.4	-2	-2	2	3
- CCn1c(CC(=O)Nc2ccccc2)nnc1SCC(=O)Nc1nncs1
 : -24	-7	-7	1.4%	-0.9	-13	27	5	-11
- COc1ccc(OC)c(NC(=O)C2CCCCC2)c1
 : 5	-3	-7	-0.6%	13	-1	6	1	-11
- Cn1ncc(Cl)c1C(=O)N1CCN(c2ccc(Cl)c(Cl)c2)CC1
 : -20	3	9	0.3%	0.9	-4	-2	17	-16
- CC1CCN(S(=O)(=O)c2ccc3c(c2)N(CC(=O)N2CCN(c4ccccc4)CC2)C(=O)CO3)CC1
 : nt	5	0	6.5%	2.0	0	nt	0	14
- CNc1c(NS(=O)(=O)c2cc(NC(C)=O)ccc2C)c(=O)oc2ccccc12
 : 2	0	24	-0.2%	-2.7	-5	11	-1	1
- COCCn1c(C)cc(C(=O)CSc2ccc3ccccc3n2)c1C
 : -17	-3	1	0.7%	-1.2	-8	8	4	-4
- NC(=O)c1ccsc1NC(=O)c1nc(-c2ccccc2)n(-c2ccccc2)n1
 : -6	-1	13	0.8%	-0.3	10	-9	0	8
- Cc1nc(Nc2ccc(C(=O)O)cc2)sc1-c1ccccc1
 : -11	4	-6	3.1%	1.3	2	13	2	2
- CCOc1ccc(/C=N/n2nnnc2N)cc1O
 : -3	10	15	1.0%	0.9	2	4	3	1
- O=C(OC(C(=O)NCc1cccs1)c1ccc(F)cc1)c1ccco1 (stereo not drawn)
 : -7	1	6	0.0%	0.1	2	8	1	6
- CC(=O)c1ccc(NC(=O)c2ccc(N3CCCC3=O)cc2)cc1
 : 15	-11	8	0.2%	0.7	-3	-8	3	-2
- O=C(N=C1SC2CS(=O)(=O)CC2N1c1ccc(F)cc1F)C1CC1 (stereo not drawn)
 : 12	10	3	-1.3%	-0.8	-3	16	7	-12
- c1csc(-c2nn3c(Cn4nnc5ccccc54)nnc3s2)c1
 : 7	-7	5	9.7%	0.1	-7	1	1	-6

Sequence of screens: RXFP1 antagonist	TRHR enhancer	D2 PAM	RXFP1 ag	D2 ag	D1 potentiator	D2 antag	D1 ag	D1 antagonist
- CCCN(CC(=O)Nc1cc(Cl)ccc1Cl)C(=O)CN1C(=O)C2CCCCC2C1=O (stereo not drawn)
 : -12	2	8	3.6%	-0.2	-4	-6	1	6
- N#Cc1ccc(N2CCN(C(=O)c3cccs3)CC2)c(F)c1
 : 5	-1	-5	1.0%	0.5	-2	2	5	-14
- O=C1CN(C(=O)COc2ccc([N+](=O)[O-])cc2Cl)c2ccccc2N1
 : 10	5	1	2.2%	0.1	-1	-18	3	-8
- Cc1ccc(OCCC(=O)Nc2ccc3c(c2)OCO3)cc1
 : -3	4	4	0.2%	-0.5	-1	14	1	6
- CC1=C(C(=O)OCc2ccccc2)C(c2ccc(-c3ccccc3)cc2)NC(=O)N1CCCCCC(=O)O (stereo not drawn)
 : nt	-3	-12	1.0%	0.0	-5	-2	1	14
- Cc1cc(C(=O)OCC(=O)N2CC(=O)Nc3ccccc32)no1
 : 22	-3	-2	1.3%	-0.1	-3	2	3	1
- Cc1cccc(NC(=O)c2ccc(NC(=O)CC3SC(N4CCCC4)=NC3=O)cc2)n1 (stereo not drawn)
 : -17	7	11	-1.0%	0.5	-6	-7	3	6
- COc1ccc(-c2oc3ncnc(NCCN4CCOCC4)c3c2-c2ccc(OC)cc2)cc1
 : 9	0	-7	2.6%	-1.9	-6	2	-1	21
- COc1cc(OC)c2c(C)cc(=O)oc2c1
 : 2	2	7	4.1%	0.2	5	-7	1	-4
- CC1CC(=O)N(c2ccc(NCc3ccc(Cl)cc3)c([N+](=O)[O-])c2)C1=O (stereo not drawn)
 : 5	2	-6	1.3%	0.1	-3	0	16	-30
- COC(=O)N1C(=O)[C@](c2ccccc2)(C2CCCCC2)N1C(=O)OC
 : nt	-5	0	-0.5%	1.0	-6	0	2	-13
- Cc1ccc(OCc2nn3c(-c4ccco4)nnc3s2)cc1
 : 3	-2	16	-0.6%	-0.4	7	-7	0	4
- C/C=C/C(=O)OCC(=O)Nc1ccc(SC(F)F)cc1
 : 2	-8	-6	-2.3%	-0.2	-7	-12	6	-33*
- CCOC(=O)c1ccccc1NC(=O)N1CC(C)Oc2ccc(C)cc21 (stereo not drawn)
 : ?	1	8	-0.2%	0.2	2	nt	0	0
- Cc1ccc(C)c(C(C)NC(=O)c2ccccc2Br)c1 (stereo not drawn)
 : 4	-6	-7	2.2%	-0.6	-2	-13	-2	-13

As entered above.
CC1CC(=O)N(c2ccc(NCc3ccc(Cl)cc3)c([N+](=O)[O-])c2)C1=O (stereo not drawn) @ D1 antagonist: -30
Cc1cccc(NC(=O)c2ccc(NC(=O)CC3SC(N4CCCC4)=NC3=O)cc2)n1 (stereo not drawn) @ RXFP1 ag: -1.0%

(cont.)
Sequence of screens: RXFP1 antagonist	TRHR enhancer	D2 PAM	RXFP1 ag	D2 ag	D1 potentiator	D2 antag	D1 ag	D1 antagonist
- O=C(N/N=C/C=C/c1ccccc1[N+](=O)[O-])c1cccnc1
 : -9	-4	17	-0.2%	-0.1	0	1	3	-18
- CCn1nc(C)c(Br)c1-c1nc(CS(=O)(=O)c2ccc(F)cc2)no1
 : 8	-5	-13	-0.2%	-0.9	-8	7	1	-8
- O=C(Nc1ncccc1O)c1ccc(Cl)c(S(=O)(=O)N2CCCCCC2)c1
 : -15	-6	10	0.2%	0.8	-4	6	0	8
- CN1C(C(=O)NCc2ccccc2)CC2Cn3c(nc4ccccc43)C21 (stereo not drawn)
 : nt	-1	-4	2.1%	-0.1	5	6	0	6
- CN(C)C(=O)CNc1n[nH]c(=S)[nH]c1=O
 : -11	3	-1	?	-0.2	-9	12	4	-14
- Cc1cc(C)n(-c2cc(N3CCN(C(=O)c4cccc(Br)c4)CC3)ccc2[N+](=O)[O-])n1
 : 2	-4	12	-0.2%	1.2	-5	11	2	-12
- CC(C)CC(=O)Nc1cc(NC(=O)CC(C)C)cc(C(=O)NC(C)(C)C)c1
 : -7	6	-15	2.6%	-0.2	-2	-20	2	1
- Fc1ccc(CCN2CCN=C2Nc2ccccc2)cc1
 : nt	-1	4	-0.7%	9.2	-8	11	35*	-15
- CCn1c(-c2ccsc2)nc2c1c(=O)[nH]c(=O)n2Cc1ccccc1
 : 1	1	-6	1.5%	-0.3	-5	10	1	-52*
- Cc1ccc(Cl)cc1NC(=O)C1CCN(c2nnc(C)c3c(C)n(-c4ccccc4)nc23)CC1
 : -6	0	1	?	0.6	0	nt	0	6
- CCO[C@@H]1OC(C(N)=O)=C[C@H](C2CCCCC2)[C@H]1CCCO
 : nt	2	-3	1.7%	-0.5	-1	8	1	8
- COc1cc(OC)c(-c2nc(-c3ccncc3)no2)cc1OC
 : 1	-7	-10	1.2%	0.3	-2	2	3	5
- CCOc1ccc(-c2cnc3n2CCC3)cc1
 : nt	-2	3	-1.4%	-1.0	-3	26	0	0
- O=C(c1ccc(CSc2nc3ccncc3n2Cc2ccccc2F)cc1)N1CCCCCC1
 : -17	3	7	3.5%	0.4	-3	nt	0	19
